Assay outcomes from PubChem BioAssay.
DNA FID counter = compounds displacing fluorescent DNA intercalator, primary screen, artefact control for HCV NS3 helicase inhibitor project, biochemical, FID fluorescence; DNA fluorescent intercalator displacement; inhibition, % at 7.9 µM; actives 0.17% (n = 290,000); AID 1845, 2009; in the data active means inhibition above about 37%;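 further: 0% = vehicle and 100% = reference compound; higher means more ethidium bromide displaced from hairpin DNA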
HCV NS3 hel inh = inhibitors of HCV NS3 helicase, primary screen, biochemical, Cy5 molecular beacon fluorescence. Hepatitis C virus NS3 helicase. NS3 helicase DNA unwinding. inhibition, % at 10.9 µM. actives 0.56% (n = 290,000). AID 1800, 2009;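 active means inhibition above the mean of all tested compounds plus 3 SD, set per campaign, cut at about 35% in these data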;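 further: 0% = DMSO wells and 100% = thioflavine S control wells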
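Test system: hepatitis C virus NS3 helicase domain fragment enzyme. Also added: annealed dual-labelled DNA beacon duplex, ATP-started. Timing: 60 min unwinding reaction at 25 °C after ATP addition. Technique: Cy5 fluorescence. Measure: % inhibition of unwinding.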
MEKK2 WT-MEK5 = modulators of MEK5 binding to wildtype MEKK2, primary screen, biochemical, multiplex bead flow cytometry, Alexa488-MEK5; binding response (% of control), % at 10 µM; AID 1531, 2009; Alexa488-MEK5 binding to MEKK2 WT; actives lie on both sides; Mitogen-activated protein kinase kinase kinase 2 (Homo sapiens), Q9Y2U5; actives 1.1% (n = 290,000); in the data active means binding response below about 67% or above about 130%
CRFBP-R2 agonist = agonists of CRF-BP/CRF-R2 complex, primary screen, cell-based, HEK293, calcium dye fluorescence, uHTS | CRF-binding protein / CRF receptor 2 complex (human) | calcium dye fluorescence (FLIPR); percent of saturating CRF peptide response | activation, % at 13.2 µM | actives 0.46% (n = 350,000) | AID 588473, 2011;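 active means activation of at least 50%, plus an integration ratio under a set limit after plate pattern correction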;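 further: plate controls were neutral control wells without compound for no effect and CRF at EC100 for full effect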
MEKK2mut PB1 HTS = MEK5 binding signal on mutant MEKK2 PB1, primary screen, biochemical, multiplex bead flow cytometry, Alexa488-MEK5; Alexa488-MEK5 binding to MEKK2 mutant; percent response, % at 10 µM; actives 0.35% (n = 290,000); AID 1530, 2009; in the data active means percent response above about 24%, passing the limit was not always enough; further: inactives centre near 1; some results filed as inactive read as strong as hits; reference of the scale not given here
MEKK3 PB1 HTS = modulators of MEKK3-MEK5 PB1 binding, primary screen, biochemical, wildtype MEKK3, multiplex bead flow cytometry, Alexa488-MEK5; Mitogen-activated protein kinase kinase kinase 3 (Homo sapiens), Q99759; bead-based flow cytometry, Alexa488-MEK5 binding to MEKK3; actives lie on both sides; 0 = blocked by unlabeled MEK5, 100 = vehicle; binding response (% of control), % at 10 µM; actives 1.4% (n = 290,000); AID 1529, 2009;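 active means binding response more than 3 SD above or below the average of its plate-row segment, actives on both sides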;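 further: Alexa488 bead fluorescence after subtracting the streptavidin-only scavenger bead signal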
Target sequence (Q99759 whole entry, looked up): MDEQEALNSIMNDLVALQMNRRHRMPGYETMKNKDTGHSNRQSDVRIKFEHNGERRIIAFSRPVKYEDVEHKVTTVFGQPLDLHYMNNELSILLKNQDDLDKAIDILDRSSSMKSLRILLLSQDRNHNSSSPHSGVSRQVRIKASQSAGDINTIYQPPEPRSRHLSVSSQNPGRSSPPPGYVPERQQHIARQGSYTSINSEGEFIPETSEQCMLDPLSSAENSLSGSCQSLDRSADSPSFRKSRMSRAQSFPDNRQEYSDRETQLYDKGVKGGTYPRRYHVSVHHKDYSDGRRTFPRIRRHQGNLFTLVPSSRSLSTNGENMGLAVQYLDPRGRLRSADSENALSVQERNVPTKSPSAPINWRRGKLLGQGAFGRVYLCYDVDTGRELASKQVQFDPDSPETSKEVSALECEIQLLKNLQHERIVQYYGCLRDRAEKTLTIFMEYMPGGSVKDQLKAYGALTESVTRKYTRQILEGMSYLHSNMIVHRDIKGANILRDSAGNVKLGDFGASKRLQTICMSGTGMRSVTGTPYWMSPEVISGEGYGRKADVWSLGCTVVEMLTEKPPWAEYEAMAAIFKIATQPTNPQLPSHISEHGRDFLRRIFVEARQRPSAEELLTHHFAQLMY
CRFBP-R2 block = antagonists of CRF-BP/CRF-R2 complex, primary screen, cell-based, HEK293, calcium dye fluorescence, uHTS; CRF-induced calcium fluorescence; inhibition, % at 11.8 µM; actives 0.59% (n = 350,000);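 active means inhibition of the ligand-induced calcium signal above about 50% at the single tested concentration, limit read from the data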
GalR3 antagonist = GalR3 antagonists in HEK293 cells, primary screen, cell-based, fluorescence readout; AID 651719, 2012; HEK293 GalR3-CNG cAMP membrane potential fluorescence; galR3 body fused to GalR1 C-terminus; inhibition, % at 3 µM; actives 0.44% (n = 360,000); Galanin receptor type 3 (Homo sapiens), O60755;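 active means inhibition above the screen-wide average plus 3 SD, cut at about 13% in these data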;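 further: forskolin and galanin both at EC90 stimulate the cells; cAMP rise reported by CNG channel membrane potential dye signal; 0% = forskolin plus galanin with DMSO and 100% = forskolin alone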
UBC9 SUMO inh = inhibitors of in vitro SUMOylation cascade, primary screen, biochemical, HTRF, uHTS | HTRF SUMOylation assay, SAE1/SAE2 + UBC9 | inhibition, % at 35 µM | actives 0.36% (n = 290,000) | AID 2006, 2009; in the data active means inhibition above about 50%, passing the limit was not always enough; further: strong numbers were not always called active
Target sequence (P63279 whole entry, looked up): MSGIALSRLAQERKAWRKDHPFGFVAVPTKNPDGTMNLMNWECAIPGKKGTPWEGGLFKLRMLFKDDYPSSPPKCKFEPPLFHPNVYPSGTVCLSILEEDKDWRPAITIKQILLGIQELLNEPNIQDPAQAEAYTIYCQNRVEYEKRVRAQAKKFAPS
* marks the source's active call; other numbers are inactive results; / = no result given.

cpd	SMILES	DNA FID counter	HCV NS3 hel inh	MEKK2 WT-MEK5	CRFBP-R2 agonist	MEKK2mut PB1 HTS	MEKK3 PB1 HTS	CRFBP-R2 block	GalR3 antagonist	UBC9 SUMO inh
1	O=C(NNC(=S)NCc1ccc(Cl)cc1)c1ccc2c(c1)OCO2	4	-5	93	0.0	-9	90	-16	-3	18
2	c1ccc(-c2nc(C3CCCCC3)c3sccc3n2)cc1	/	/	95	5.0	-5	101	-15	-2	/
3	O=C(CC(=O)c1c(F)cccc1Cl)c1ccccc1O	-8	32	99	18	-4	101	9	-1	10
4	Cc1cc(=O)[nH]c2c(C)c(Cl)ccc12	-14	15	73	/	-22	68	/	/	-6
5	CCOC(=O)c1cccnc1SCC(=O)NC(C)CC (centres undefined)	1	-7	101	0.6	2	100	-17	-4	8
6	COc1ccc(/C=C/C(=O)c2ccc[nH]2)cc1OC	-8	6	97	-0.5	-3	98	7	-5	27
7	Nc1nnc(-c2cc3c(ccc4ccccc43)oc2=O)s1	4	-10	92	/	-6	101	/	/	66*
8	Cc1cc(C)cc(NC(=O)Nc2cc(-c3ccccc3)nn2C)c1	-6	-24	94	-4.0	-21	89	23	2	8
9	O=c1[nH]c2cc3c(cc2cc1CN(CCO)S(=O)(=O)c1ccccc1)OCCO3	-12	-3	111	0.0	23	130*	-4	/	26
10	Cc1ccc(SCC(=O)NCc2ccccc2)cc1	-9	0	104	0.6	1	105	-15	-3	-1

Following part:
cpd	SMILES	DNA FID counter	HCV NS3 hel inh	MEKK2 WT-MEK5	CRFBP-R2 agonist	MEKK2mut PB1 HTS	MEKK3 PB1 HTS	CRFBP-R2 block	GalR3 antagonist	UBC9 SUMO inh
11	O=C(NCCc1cn2ccccc2n1)C1CCCCC1	1	0	104	-0.8	7	102	1	/	8
12	CCN(CC)C(=O)C1CCCN(C(=O)CCn2nnnc2CN2CCOCC2)C1 (centres undefined)	-7	4	113	0.5	10	106	0	0	8
13	O=C(CN1C(=O)C2C3C=CC(C3)C2C1=O)N1CC=C(c2ccccc2)CC1 (centres undefined)	-12	-5	101	0.7	12	99	-7	2	-1
14	CC(=O)Nc1ccc(NC(=O)c2ccc(-c3ccc([N+](=O)[O-])cc3)o2)cc1	-1	32	92	-1.2	-7	98	0	3	15
15	Cc1ccc(S(=O)(=O)CC(=O)Nc2ccc(S(=O)(=O)Nc3onc(C)c3C)cc2)cc1	-14	6	98	0.3	-3	96	3	-3	1
16	CC(=O)N1c2ccc(S(=O)(=O)N(C)CC(=O)N3CCCC3)cc2CC1C (centres undefined)	-11	5	101	-0.3	4	101	-5	/	/
17	Cc1cccc(C)c1NC(=O)CN	-3	2	114	0.9	4	105	7	-3	7
18	Cc1ccc(/C=C/C(=O)N2CCc3ccccc32)o1	-11	28	99	2.0	-2	97	-11	-2	30
19	Cc1ccccc1C(=O)N1CCN(c2ccc(NC(=S)NC(=O)c3cccs3)cc2)CC1	-14	14	98	-0.8	-2	103	-8	-4	16
20	COc1ccc(NC(=S)N(CCN(C)C)Cc2cccs2)cc1	12	8	106	-0.9	0	103	-15	-5	21

Next part.
cpd	SMILES	DNA FID counter	HCV NS3 hel inh	MEKK2 WT-MEK5	CRFBP-R2 agonist	MEKK2mut PB1 HTS	MEKK3 PB1 HTS	CRFBP-R2 block	GalR3 antagonist	UBC9 SUMO inh
21	N#C/C(=C\c1ccc(-c2ccccc2Cl)o1)C(=O)Nc1nc2ccccc2s1	-4	0	90	6.6	-1	96	15	-2	15
22	N=C1c2ccccc2CN1c1ccc(N2CCOCC2)c(S(=O)(=O)Nc2ccc(Cl)cc2)c1	14	-50	110	/	4	101	/	-10	5
23	CC(C)Nc1ccc(C(CC(N)=O)NC(=O)c2ccccc2)cc1[N+](=O)[O-] (centres undefined)	-15	12	87	-1.0	-6	101	-1	3	2
24	O=C(O)C(Cc1ccccc1)n1cccc1 (centres undefined)	-9	11	103	-0.8	-8	105	7	-1	21
25	COc1cc2[nH]c(=S)n(C3CC3)c(=O)c2cc1OC	-2	-2	85	-1.0	-5	96	-1	-5	19
26	CCCC1CC(CSC(=N)N)OC1=O (centres undefined)	-3	0	108	0.7	6	108	6	1	-8
27	CCN(CC)S(=O)(=O)c1cnccc1N1CCN(c2cccc(Cl)c2)CC1	-27	-8	92	-2.2	-4	87	-16	-6	7
28	Nc1c2nc(-c3ccccc3Cl)[nH]c(=O)c2nc(=O)n1-c1ccccc1	-3	11	103	-2.4	1	98	-17	-6	10
29	CCOC(=O)Cc1csc(NC(=O)CSc2nnc(C(C)C)n2CC)n1	-15	4	104	-1.2	2	101	12	-2	20
30	CCN(C1CCCCC1)S(=O)(=O)c1ccc(-n2cnnn2)c(C)c1	-31	7	97	0.2	0	99	27	-2	3

New compounds follow.
cpd	SMILES	DNA FID counter	HCV NS3 hel inh	MEKK2 WT-MEK5	CRFBP-R2 agonist	MEKK2mut PB1 HTS	MEKK3 PB1 HTS	CRFBP-R2 block	GalR3 antagonist	UBC9 SUMO inh
31	COC(=O)/C(=N/Nc1ccccc1)N1CCCc2ccccc21	-14	5	103	-2.9	10	96	14	-8	-8
32	O=C(O)CC(NC(=O)C12CC3CC(CC(C3)C1)C2)c1ccc(OC2CCCC2)cc1 (centres undefined)	-39	21	95	-1.5	-3	99	0	-7	14
33	CCOc1ccc(N=C/C=C/c2ccccc2)c(O)c1	-8	1	101	3.4	3	85	-8	-9	29
34	O=C(Nc1ccc(S(=O)(=O)Nc2ncccn2)cc1)c1ccc(S(=O)(=O)N2CCCC2)cc1	-13	3	94	-1.0	-6	98	-24	-4	15
35	Cc1ccc(S(=O)(=O)Nc2ccccc2C(=O)N2CCN(C)CC2)cc1	0	-4	105	0.3	12	103	-3	-1	1
36	COc1ccc2c(c1)c(=O)oc1cc(OCC(=O)NC3CC3)ccc12	3	-8	111	-0.5	-8	105	-10	-3	14
37	C#CCSc1[nH]c(=O)cc(C)c1C#N	0	0	86	1.9	-6	98	22	1	11
38	CCOC(=O)N/N=C\c1cccc(OC)c1OC/C=C/c1ccccc1	-46	-5	98	-0.2	0	101	16	2	10
39	CC(C)NC(=O)CCNS(=O)(=O)c1ccc(Br)cc1	0	6	102	-1.3	2	100	-4	-1	18
40	O=S(=O)(c1ccc(F)cc1)n1ccc(-c2cnc(-c3ccccc3)s2)n1	-1	1	102	0.8	3	110	11	1	9

Four entries picked at random from those above:
cpd	SMILES	DNA FID counter	HCV NS3 hel inh	MEKK2 WT-MEK5	CRFBP-R2 agonist	MEKK2mut PB1 HTS	MEKK3 PB1 HTS	CRFBP-R2 block	GalR3 antagonist	UBC9 SUMO inh
36	COc1ccc2c(c1)c(=O)oc1cc(OCC(=O)NC3CC3)ccc12	3	-8	111	-0.5	-8	105	-10	-3	14
31	COC(=O)/C(=N/Nc1ccccc1)N1CCCc2ccccc21	-14	5	103	-2.9	10	96	14	-8	-8
38	CCOC(=O)N/N=C\c1cccc(OC)c1OC/C=C/c1ccccc1	-46	-5	98	-0.2	0	101	16	2	10
32	O=C(O)CC(NC(=O)C12CC3CC(CC(C3)C1)C2)c1ccc(OC2CCCC2)cc1 (centres undefined)	-39	21	95	-1.5	-3	99	0	-7	14

Continuation.
cpd	SMILES	DNA FID counter	HCV NS3 hel inh	MEKK2 WT-MEK5	CRFBP-R2 agonist	MEKK2mut PB1 HTS	MEKK3 PB1 HTS	CRFBP-R2 block	GalR3 antagonist	UBC9 SUMO inh
41	C/C(CC(=O)Nc1cccc(C(F)(F)F)c1)=N/NC(=O)C(=O)NCCO	-8	6	101	-1.1	0	101	5	-7	6
42	Cc1cccc(C)c1N1C(=O)C2ON(c3ccccc3)C(c3ccncc3)C2C1=O (centres undefined)	-34	-4	97	-0.8	0	100	-13	-4	-12
43	COc1cc2[nH]c(C(=O)N3CCN(c4ccccc4F)CC3)cc2c(OC)c1OC	-44	7	99	1.6	3	102	-11	-11	-4
44	CC(=O)c1cccc(NC(=O)CCNC(=O)c2cccc(C)c2)c1	-19	13	99	-1.6	2	104	8	-8	21
45	CCCCC1=CC2=C(c3ccco3)C(=O)C(C)(OC(=O)c3ccc(OC)cc3)C(=O)C2=CN1C1CC1 (centres undefined)	/	/	121	21	1	113	2	-6	6
46	CCOC(=O)c1sc(NC(=O)c2cc3c(s2)CCC(C)C3)nc1C (centres undefined)	2	0	108	5.5	8	105	-49	-2	-1
47	CC(C)(C)c1cc(NC(=O)COC(=O)c2nccnc2N)n(-c2ccccc2)n1	-15	-8	104	-0.5	1	104	-4	-3	10
48	Cc1ccc(N2CC(C(=O)Nc3nnc(SCCC4OCCO4)s3)CC2=O)cc1 (centres undefined)	-56	-2	110	0.1	9	108	-5	0	11
49	Cc1ccc(C(=O)c2cn(-c3ccc(F)c(Cl)c3)nn2)cc1	0	0	102	0.4	-1	104	-4	-4	-15
50	COC(=O)c1ccc(C(=O)OC)c(NC(=O)CN2CCCCC2)c1	-7	13	102	-1.8	-2	99	7	-3	16

Remaining list, next part.
cpd	SMILES	DNA FID counter	HCV NS3 hel inh	MEKK2 WT-MEK5	CRFBP-R2 agonist	MEKK2mut PB1 HTS	MEKK3 PB1 HTS	CRFBP-R2 block	GalR3 antagonist	UBC9 SUMO inh
51	O=C(CN1C(=O)C2CCCCC2C1=O)Nc1ccccc1C(=O)O (centres undefined)	-1	6	105	3.6	1	102	1	-9	15
52	CCOc1ccc(/C=C/C(O)=C2/C(=O)NC3(C)CC2c2ccccc2O3)cc1OC (centres undefined)	-6	0	81	-0.4	-12	90	1	-3	34
53	CCCC(=O)Nc1nnc(S(=O)(=O)N2CCCC2)s1	-4	-8	99	-1.3	0	99	-11	0	3
54	COc1cc2c(cc1C=O)OC(C)C2 (centres undefined)	-3	3	93	-1.4	-9	102	0	-3	22
55	COC(=O)C1Cc2c([nH]c3ccccc23)CN1C(C)=O (centres undefined)	-13	21	106	0.0	6	100	-11	-11	11
56	Cc1cccc(Cc2ccc(Cl)nn2)c1	0	2	81	0.6	-14	93	3	-5	1
57	C=CC[N+]1(CC=C)CCOCC1	0	-1	107	-0.7	2	100	18	-2	24

Some of the compounds tested, so the mix of outcomes need not match the whole.
